# From PubChem BioAssay
# BioA inh = M. tuberculosis BioA enzyme inhibitors, primary screen, biochemical, plate reader, single point, HTS. hit rate 0.096% among 360,000. inhibition, % at 9.99 µM. purified M. tuberculosis BioA enzyme. 7,8-diaminopelargonic acid synthase BioA (Mycobacterium tuberculosis); in the data active = inhibition above about 40%
# An asterisk follows results filed as active. These rows are one share of the data (hit frequency here may not be typical).
SMILES,BioA inh
C[C@@H]1CCCCO[C@@H](CN(C)C(=O)Nc2ccccc2)[C@H](C)CN([C@H](C)CO)C(=O)c2cc(NS(=O)(=O)c3ccccc3)ccc2O1,-1.0
C[C@H]1CN([C@@H](C)CO)C(=O)Cc2cc(NC(=O)CCN3CCOCC3)ccc2O[C@H]1CN(C)Cc1ccc(Cl)c(Cl)c1,-4.5
C[C@@H]1CCCCO[C@@H](CN(C)C)[C@@H](C)CN([C@@H](C)CO)C(=O)c2cc(NS(=O)(=O)c3cn(C)cn3)ccc2O1,-1.3
O=C(CCN1CCCCC1)NCC[C@H]1CC[C@@H](NC(=O)Cc2cccnc2)[C@@H](CO)O1,-0.3
Cc1noc(C)c1S(=O)(=O)Nc1ccc2c(c1)CC(=O)N([C@H](C)CO)C[C@@H](C)[C@@H](CN(C)S(C)(=O)=O)O2,-1.2
N#C[C@@H]1[C@H](c2ccccc2)[C@H](CO)N1S(=O)(=O)Cc1ccccc1,1.4
CO[C@@H]1CN(C)C(=O)c2ccc(NC(=O)Nc3ccccc3F)cc2OC[C@H](C)N(Cc2ccccc2C(=O)O)C[C@H]1C,-1.7
Cc1noc(C)c1NC(=O)N(C)C[C@@H]1OCCCC[C@@H](C)Oc2ccc(NC(=O)CCC(F)(F)F)cc2C(=O)N([C@H](C)CO)C[C@H]1C,1.2
CO[C@@H]1CN(C)C(=O)c2ccc(NC(=O)C3CC3)cc2OC[C@@H](C)NC[C@@H]1C,-0.3
Cc1ccc(S(=O)(=O)Nc2ccc3c(c2)C(=O)N([C@@H](C)CO)C[C@@H](C)[C@H](CN(C)C(=O)NC2CCCCC2)OCCCC[C@@H](C)O3)cc1,-0.8
COc1ccc(CNC(=O)C[C@@H]2C=C[C@H](NC(=O)c3cccc(F)c3)[C@H](CO)O2)cc1,0.0
C[C@H]1CN([C@@H](C)CO)C(=O)CCCn2cc(nn2)CO[C@H]1CN(C)C(=O)Nc1ccccc1F,-1.0
CN(C)CC(=O)Nc1ccc2c(c1)[C@@H]1C[C@@H](CC(=O)NC3CCCC3)O[C@@H](CO)[C@@H]1O2,-1.6
CO[C@@H]1CN(C)C(=O)c2cc(NC(C)=O)ccc2OC[C@H](C)N(Cc2cc(F)ccc2F)C[C@H]1C,1.3
CCCC#Cc1ccc([C@@H]2[C@H](CO)N3CCCCN(C(=O)Cc4ccccn4)C[C@@H]23)cc1,-0.4
CC(=O)N(C)C[C@@H]1Oc2cc(-c3cccnc3)ccc2S(=O)(=O)N([C@H](C)CO)C[C@H]1C,2.4
CO[C@@H]1CN(C)C(=O)c2cc(NS(=O)(=O)c3ccccc3F)ccc2OC[C@@H](C)NC[C@@H]1C,-1.9
C[C@@H]1CN([C@H](C)CO)C(=O)c2cc(NS(=O)(=O)c3ccc(F)cc3)ccc2O[C@H]1CN(C)Cc1ccc(C(F)(F)F)cc1,0.1
C[C@@H]1CN([C@@H](C)CO)C(=O)c2cccc(NC(=O)NC3CCCCC3)c2O[C@@H]1CN(C)Cc1ccncc1,-2.6
O=C(C[C@H]1C[C@@H]2c3cc(NC(=O)Nc4ccc(F)cc4)ccc3O[C@@H]2[C@@H](CO)O1)NCC1CC1,0.1
C[C@@H]1CN([C@@H](C)CO)C(=O)c2cccc(NS(=O)(=O)c3ccc(F)cc3)c2O[C@H]1CN(C)C(=O)Nc1ccc2c(c1)OCO2,3.0
C[C@H](CO)N1C[C@H](C)[C@@H](CN(C)Cc2ccc(F)cc2)Oc2ncc(-c3ccc(F)cc3)cc2C1=O,1.1
C[C@@H]1CN([C@@H](C)CO)C(=O)c2cc(C#CCN(C)C)cnc2O[C@@H]1CN(C)C(=O)c1cccc(F)c1,0.1
CN1C(=O)c2cc(NC(=O)c3cccc(F)c3)ccc2OC[C@@H]2O[C@H](CC(=O)Nc3ccccc3)CC[C@@H]21,-0.8
O=C(NC1CCCC1)N1CCCCN2[C@H](CO)[C@H](c3ccc(-c4cncnc4)cc3)[C@@H]2C1,-2.0
CCCNC(=O)Nc1ccc2c(c1)C(=O)N(C)C[C@H](OC)[C@H](C)CN(C(=O)C1CCOCC1)[C@@H](C)CO2,0.5
CC(C)CC#Cc1ccc2c(c1)O[C@H](CN(C)C(=O)c1cccnc1)[C@@H](C)CN([C@H](C)CO)S2(=O)=O,1.3
C[C@@H]1CCCCO[C@H](CN(C)Cc2ccc(C(=O)O)cc2)[C@@H](C)CN([C@@H](C)CO)C(=O)c2cc(NS(C)(=O)=O)ccc2O1,-1.2
CO[C@@H](CN(C)S(=O)(=O)c1ccccc1)[C@H](C)CN(C(=O)Nc1ccccc1F)[C@H](C)CO,-0.6
O=C([C@@H]1[C@@H](CO)[C@@H]2Cn3c(ccc(-c4ccccc4F)c3=O)[C@@H]2N1CC1CC1)N1CCCCC1,-0.3

# Arranged by number of heavy atoms (rising): some entries from above
SMILES,BioA inh
CC(=O)N(C)C[C@@H]1Oc2cc(-c3cccnc3)ccc2S(=O)(=O)N([C@H](C)CO)C[C@H]1C,2.4
O=C(NC1CCCC1)N1CCCCN2[C@H](CO)[C@H](c3ccc(-c4cncnc4)cc3)[C@@H]2C1,-2.0
CO[C@@H](CN(C)S(=O)(=O)c1ccccc1)[C@H](C)CN(C(=O)Nc1ccccc1F)[C@H](C)CO,-0.6
O=C(C[C@H]1C[C@@H]2c3cc(NC(=O)Nc4ccc(F)cc4)ccc3O[C@@H]2[C@@H](CO)O1)NCC1CC1,0.1
CC(C)CC#Cc1ccc2c(c1)O[C@H](CN(C)C(=O)c1cccnc1)[C@@H](C)CN([C@H](C)CO)S2(=O)=O,1.3
CCCNC(=O)Nc1ccc2c(c1)C(=O)N(C)C[C@H](OC)[C@H](C)CN(C(=O)C1CCOCC1)[C@@H](C)CO2,0.5
C[C@@H]1CN([C@@H](C)CO)C(=O)c2cccc(NC(=O)NC3CCCCC3)c2O[C@@H]1CN(C)Cc1ccncc1,-2.6
C[C@@H]1CCCCO[C@H](CN(C)Cc2ccc(C(=O)O)cc2)[C@@H](C)CN([C@@H](C)CO)C(=O)c2cc(NS(C)(=O)=O)ccc2O1,-1.2
C[C@@H]1CN([C@@H](C)CO)C(=O)c2cccc(NS(=O)(=O)c3ccc(F)cc3)c2O[C@H]1CN(C)C(=O)Nc1ccc2c(c1)OCO2,3.0

# The listing continues.
SMILES,BioA inh
O=C1N(CCS(=O)(=O)c2ccccc2)Cc2ccccc2[C@@H]2OC(c3ccc(OCCCO)cc3)=N[C@]12CCS(=O)(=O)c1ccccc1,-4.2
C[C@H]1CCCCO[C@@H](CN(C)Cc2ccc(C(F)(F)F)cc2)[C@@H](C)CN([C@@H](C)CO)C(=O)c2cc(NS(C)(=O)=O)ccc2O1,-0.7
O=C(c1ccc(F)cc1)N1CCCCN2[C@H](CO)[C@H](c3ccc(-c4ccc(F)cc4)cc3)[C@H]2C1,-2.4
CN(C)C(=O)[C@H]1[C@H](CO)[C@H]2Cn3c(ccc(-c4cccc(F)c4)c3=O)[C@H]2N1C(=O)c1cnccn1,-2.0
C[C@H](CO)N1C[C@H](C)[C@H](CN(C)Cc2ccc(Oc3ccccc3)cc2)Oc2cc(-c3ccncc3)ccc2S1(=O)=O,-2.2
CCC(=O)Nc1ccc2c(c1)C(=O)N(C)[C@@H]1CC[C@@H](CC(=O)N[C@H](C)c3ccccc3)O[C@@H]1CO2,-1.2
CO[C@@H](CN(C)Cc1nccs1)[C@@H](C)CN([C@H](C)CO)S(=O)(=O)c1ccc(F)cc1,-2.1
C[C@@H]1CN([C@H](C)CO)C(=O)CCCn2cc(nn2)CO[C@H]1CN(C)CC1CCCCC1,-0.3
O=C(CCN1CCCCC1)NCC[C@@H]1CC[C@@H](NC(=O)C2CCOCC2)[C@@H](CO)O1,0.3
Cc1noc(C)c1S(=O)(=O)Nc1cccc2c1O[C@H](CN(C)C(=O)Nc1ccc(F)cc1)[C@H](C)CN([C@@H](C)CO)C2=O,-0.5
C[C@@H]1CN([C@H](C)CO)C(=O)c2cc(NC(=O)Cc3cn(C)c4ccccc34)ccc2O[C@H]1CN(C)S(=O)(=O)c1cn(C)cn1,-0.6
COC(=O)C[C@@H]1C[C@@H]2c3cc(NC(=O)c4cccnc4)ccc3O[C@@H]2[C@@H](CO)O1,50.5*
OC[C@H]1[C@H](c2ccc(-c3ccccc3F)cc2)[C@H]2CN(Cc3cccnc3)CCCCN21,-0.8
CO[C@H]1CN(C)C(=O)c2cc(NS(C)(=O)=O)ccc2OC[C@@H](C)N(CCC(F)(F)F)C[C@H]1C,2.6
CCCNC(=O)N(C)C[C@H]1Oc2cc(C#CCC(C)C)ccc2S(=O)(=O)N([C@H](C)CO)C[C@H]1C,2.9
Cc1ccc(S(=O)(=O)N(C)C[C@H]2OCCCC[C@@H](C)Oc3ccc(NC(=O)Nc4cccc5ccccc45)cc3C(=O)N([C@@H](C)CO)C[C@@H]2C)cc1,-3.3
CC(C)C#Cc1cnc2c(c1)C(=O)N([C@@H](C)CO)C[C@H](C)[C@@H](CN(C)C(=O)c1ccc3c(c1)OCO3)O2,2.7
C[C@H](CO)N1C[C@H](C)[C@H](CN(C)C(=O)Nc2ccc(C(F)(F)F)cc2)OCCCC[C@H](C)Oc2ccc(NS(=O)(=O)c3ccc(F)cc3)cc2C1=O,0.1
C[C@@H]1CN([C@@H](C)CO)S(=O)(=O)c2ccc(C#Cc3cccc(F)c3)cc2O[C@@H]1CN(C)C,-3.2
Cc1ccc(S(=O)(=O)Nc2ccc3c(c2)CC(=O)N([C@H](C)CO)C[C@@H](C)[C@@H](CN(C)Cc2ccncc2)O3)cc1,0.5
C[C@@H]1CCCCO[C@H](CN(C)C(=O)CCCN(C)C)[C@@H](C)CN([C@@H](C)CO)C(=O)c2cc(NC(=O)Nc3ccc(F)cc3)ccc2O1,0.1
CN1C(=O)c2cc(NS(C)(=O)=O)ccc2OC[C@@H]2O[C@@H](CC(=O)NCc3ccccc3)CC[C@@H]21,-1.5
COCC(=O)N(C)C[C@H]1Oc2cc(Br)ccc2S(=O)(=O)N([C@H](C)CO)C[C@@H]1C,-0.7
C[C@@H]1CN([C@H](C)CO)C(=O)c2cc(NC(=O)Nc3ccc(F)cc3)ccc2O[C@@H](C)CCCCO[C@@H]1CN(C)C(=O)NC1CCCCC1,-2.5
O=C(Nc1cc(F)ccc1F)N[C@@H]1CC[C@H](CC(=O)N2CCc3ccccc3C2)O[C@H]1CO,2.9
CS(=O)(=O)Nc1ccc2c(c1)[C@@H]1C[C@@H](CC(=O)NCc3ccccc3F)O[C@H](CO)[C@@H]1O2,-1.6
O=C(NCC[C@@H]1CC[C@H](NS(=O)(=O)c2cccc(F)c2)[C@@H](CO)O1)C1CC1,-0.2
CC(C)NC(=O)N(C)C[C@@H]1OCCCC[C@@H](C)Oc2ccc(NS(=O)(=O)c3ccc(Cl)cc3)cc2C(=O)N([C@H](C)CO)C[C@@H]1C,0.3
C[C@@H]1CCCCO[C@@H](CN(C)Cc2ccccc2)[C@H](C)CN([C@@H](C)CO)C(=O)c2cc(NC(=O)Nc3cccc4ccccc34)ccc2O1,5.2
COCC(=O)N1CCCCN2[C@@H](CO)[C@H](c3ccc(C#Cc4ccccc4)cc3)[C@@H]2C1,4.4
C[C@@H]1CN([C@@H](C)CO)C(=O)c2cccc(NC(=O)Nc3ccc(F)cc3)c2O[C@@H]1CN(C)Cc1ccc(Cl)c(Cl)c1,-1.2
C[C@@H]1CN([C@H](C)CO)C(=O)Cc2cc(NC(=O)Nc3ccc(C(F)(F)F)cc3)ccc2O[C@H]1CN(C)Cc1ccc(Cl)c(Cl)c1,-1.2
C[C@H](CO)N1C[C@H](C)[C@H](CN(C)C(=O)Nc2ccccc2)OCCCC[C@H](C)Oc2ccc(NC(=O)Cc3ccccc3)cc2C1=O,-1.7
C[C@@H]1CN([C@@H](C)CO)C(=O)c2cccc(NC(=O)c3cnccn3)c2O[C@@H]1CN(C)C(=O)Nc1ccc(C(F)(F)F)cc1,-2.2
CCNC(=O)C[C@@H]1CC[C@@H]2[C@@H](COc3ccc(NC(=O)c4cc(C)on4)cc3C(=O)N2C)O1,0.1
CCCNC(=O)C[C@@H]1CC[C@@H]2[C@@H](COc3ccc(NC(=O)NCC)cc3C(=O)N2C)O1,-2.1
C/C=C/c1ccc2c(c1)O[C@H](CN(C)Cc1cccc(F)c1)[C@@H](C)CN([C@@H](C)CO)S2(=O)=O,0.4
COCC(=O)N(C)C[C@@H]1Oc2ncc(-c3ccc(C#N)cc3)cc2C(=O)N([C@H](C)CO)C[C@H]1C,-3.2
CC=Cc1ccc2n(c1=O)C[C@H]1[C@H](CO)[C@@H](C(=O)N3CCCCC3)[C@@H]2N1Cc1ccccn1 (mixture of isomers),-0.1
COc1ccc(-c2cnc3c(c2)C(=O)N([C@@H](C)CO)C[C@H](C)[C@H](CN(C)Cc2cccnc2)O3)cc1,14.6
COc1ccc(NC(=O)N(C)C[C@@H]2OCc3ccccc3-c3ccccc3C(=O)N([C@H](C)CO)C[C@H]2C)c(OC)c1,0.1
CO[C@@H](CN(C)Cc1cc(F)ccc1F)[C@@H](C)CN([C@@H](C)CO)S(=O)(=O)c1ccc(F)cc1,-0.3
O=C(N[C@@H]1CC[C@H](CCn2cc(Cc3ccccc3)nn2)O[C@@H]1CO)c1ccccn1,1.9
COc1cccc(NC(=O)N2C[C@@H](O)COC[C@@H]3O[C@@H](CC(=O)NC4CCCC4)CC[C@H]32)c1,0.7
Cc1c(NC(=O)CC#N)c(=O)n(-c2ccccc2)n1C,-0.5
C[C@@H]1CN([C@@H](C)CO)C(=O)c2cccc(NS(=O)(=O)c3ccc(F)cc3)c2O[C@H]1CN(C)Cc1ccccc1,-1.1
CCC(=O)N(C)C[C@H]1Oc2cc(C3=CCCC3)ccc2S(=O)(=O)N([C@@H](C)CO)C[C@H]1C,-5.2
COc1ccc(NC(=O)N(C)C[C@H]2Oc3c(NC(=O)Nc4ccc(C(F)(F)F)cc4)cccc3C(=O)N([C@@H](C)CO)C[C@H]2C)cc1,-1.8
COc1ccc(S(=O)(=O)N2C[C@@H](O)COC[C@H]3O[C@H](CC(=O)NCCCN4CCOCC4)CC[C@@H]32)cc1,0.2
C[C@@H]1CN([C@H](C)CO)C(=O)Cc2cc(NS(C)(=O)=O)ccc2O[C@H]1CN(C)C,-2.0
